High-throughput results (PubChem)
XiGFP reactiv: activators of X-chromosome reactivation in mouse fibroblasts; XiGFP mouse fibroblasts, % GFP-positive cells imaging, 3 d; cells co-treated with 5-aza-dC sensitizer; scaled so ellipticine positive control = 100%; activation, % at 7.58 µM; 360,000 tested, 0.055% active;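 active = mean normalized replicate activation at least 10% and every replicate at or above 10%; inconclusive = only one of the two criteria met; inactive = mean below 10% and not all replicates reach 10%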;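 also: 0% = median of on-plate neutral control wells and 100% = ellipticine 6 µM median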
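System: SV40-immortalized XiGFP fibroblast cells, line 68-5-11 / Incubation: 3-day compound exposure, then 15 min fixation at room temperature / Compound: single concentration per compound, delivered by pin transfer / Buffer or medium: DMEM plus 5-aza-dC sensitizer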
EWS-Fli inh: blocks EWS/Fli oncoprotein-driven transcription | A673 NR0B1-luciferase reporter, viability-normalised | inhibition, % at 12.6 µM | 350,000 tested, 0.67% active;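 active = mean inhibition of at least 50% after viability correction, with every replicate also passing that limit; inconclusive = mean reaches 50% but only one of two replicates passes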;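 also: firefly luciferase signal divided by Alamar Blue viability fluorescence both relative to DMSO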
S100A4 MyoIIA: blocks human S100A4 binding to myosin IIA peptide; inhibition, % at 10.7 µM; AID 652163; P26447; S100A4/TAMRA-MyoIIA peptide fluorescence polarization; 360,000 tested, 0.14% active;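 active = mean inhibition of at least 70% across replicates, with every replicate also reaching that level; inconclusive = mean inhibition reaches 70% but some replicates fall short; inactive = mean inhibition below 70%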
Target sequence (P26447 whole entry, looked up): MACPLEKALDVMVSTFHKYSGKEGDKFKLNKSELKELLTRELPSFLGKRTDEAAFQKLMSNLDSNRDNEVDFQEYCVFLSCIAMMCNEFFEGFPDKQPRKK
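incubation = readout 5 min after mixing, signal stable up to 60 min | system = S100A4 monomer protein | buffer or medium = HEPES pH 7.2 with CaCl2, KCl, NaCl, DTT, Triton | benchmarks = neutral control DMSO, positive control TFP | also added = fluorescent myosin IIA peptide, 5 nM | compound dosing = one concentration per compound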
RAD52 inh: blocks human RAD52 DNA annealing. recombinant RAD52 DNA annealing, FRET fluorescence. AID 651710. P43351. inhibition, % at 18.7 µM. 360,000 tested, 0.46% active;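 active = every replicate showing at least 50% inhibition; inconclusive = mean inhibition at least 50% but not in every replicate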
Target sequence (P43351 whole entry, looked up): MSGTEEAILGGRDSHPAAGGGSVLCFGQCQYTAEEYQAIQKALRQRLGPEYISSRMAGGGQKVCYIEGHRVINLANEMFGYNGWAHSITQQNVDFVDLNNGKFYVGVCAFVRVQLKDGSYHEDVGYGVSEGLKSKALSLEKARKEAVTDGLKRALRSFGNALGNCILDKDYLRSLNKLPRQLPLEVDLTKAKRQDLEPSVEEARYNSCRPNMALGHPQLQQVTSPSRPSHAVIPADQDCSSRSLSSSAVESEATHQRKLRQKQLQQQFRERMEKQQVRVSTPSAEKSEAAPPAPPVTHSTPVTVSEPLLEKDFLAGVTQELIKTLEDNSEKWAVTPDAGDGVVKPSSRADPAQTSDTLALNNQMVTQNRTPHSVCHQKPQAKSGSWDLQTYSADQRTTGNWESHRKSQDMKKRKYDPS
esBAF inh: SWI/SNF esBAF complex inhibition | reporter increase, % at 12.5 µM | mouse ES cells, Bmi1-luciferase knock-in reporter, 24 h; 100% = twice the neutral-well signal | 350,000 tested, 2% active; in the data active = activation above about 40%; inconclusive = no clear call, values can overlap the other calls;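 also: 0% = median of the plate's neutral control wells and 100% = double that signal; a rise in the Bmi1 reporter signal indicates esBAF inhibition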
E-sel inducer: E-selectin induction on HUVECs | P16581 | HUVEC E-selectin immunofluorescence imaging; normalized: neutral wells 0, TNF-alpha wells 100 | activation, % at 7.58 µM | 260,000 tested, 0.37% active | AID 686992;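 active = mean E-selectin-positive cell signal at least 10% of the positive control, reached in at least 60% of replicates, without over 20% cell loss; inconclusive = no rule given, readout overlaps actives, possibly toxicity-flagged; inactive = the rest, including those meeting only one limit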;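 also: in these data hits start at about 27%; measured in HUVEC primary endothelial cells; signal is the percent of cells scored E-selectin positive by PE staining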
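Read-out: % PE-positive cells | Test system: HUVEC | Doses: One compound dose added by pin transfer | Buffer or medium: EGM-2 over gelatin coat | Signal: Immunofluorescence imaging | Benchmarks: TNF-alpha, DMSO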
FN deposit inh: fibronectin deposition inhibition | 350,000 tested, 0.086% active | inhibition, % at 12.6 µM | AH1F fibroblasts, Alexa488-fibronectin deposition fluorescence, overnight | AID 743247;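 active = mean inhibition across replicates of 30% or more, regardless of how many single replicates reach that level; inconclusive = mean under 30% yet at least half of replicates reach 30%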;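 also: positive control wells lacked labelled fibronectin entirely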
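Schedule: 1 h cell adhesion before compound, then overnight fibronectin incubation; test system: AH1F fibroblast monolayer depositing Alexa488-labelled fibronectin into matrix; quantity: 10000 AH1F cells per well; probe or stimulus: fluorescent fibronectin at 24 nM final; signal: fluorescence, ex 485 nm, em 525 nm; evaluation: percent inhibition as loss of matrix-bound fibronectin fluorescence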
RAD54 branch: blocks human RAD54 Holliday junction branch migration | Q92698 | FAM/BHQ fluorescence | inhibition, % at 10.4 µM | 360,000 tested, 0.14% active | AID 602329;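 active = mean normalized replicate activity at least 40 and at least half of replicates scoring 40 or more; inconclusive = only one of the two criteria met; inactive = mean below 40 and under half of replicates reaching 40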;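 also: 0% = median of neutral control wells and 100% = median of positive control wells; inhibitors cause a drop in the FAM fluorescence signal; in these data hits start at about 50%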
* marks the source's active call; other numbers are inactive results; ? = inconclusive; . = not tested or not shown. Rows were taken by chance; overall some 3% were active at least once.

SMILES	XiGFP reactiv	EWS-Fli inh	S100A4 MyoIIA	RAD52 inh	esBAF inh	E-sel inducer	FN deposit inh	RAD54 branch
COc1ccccc1C(=O)N/C(=C\c1cn(C)c2ccccc12)C(=O)NCCCn1ccnc1	0.0	.	8.3	8.4	.	0.6	-5.5	.
Cc1ccccc1S(=O)(=O)N1CC(=O)N2[C@H](CO)[C@H](c3ccc(C#Cc4ccccc4)cc3)[C@H]2C1	0.2	.	3.7	0.9	.	2.8	.	.
C[C@@H]1CCCCO[C@H](CN(C)C(=O)C2CCCCC2)[C@@H](C)CN([C@H](C)CO)C(=O)c2cc(NS(=O)(=O)c3ccc(Cl)cc3)ccc2O1	0.0	2.5	-3.6	4.4	-3.5	0.0	-9.3	5.0
Cc1ccc(S(=O)(=O)N2CCC(C(=O)NC3CCCC3)CC2)cc1Cl	0.0	5.5	18.9	-10.1	0.3	0.2	-3.2	12.9
CC(C)NC(=O)c1ccc(-n2c(=S)[nH]c3ccccc3c2=O)cc1	0.0	-2.5	3.8	-1.3	.	1.9	9.5	.
COc1ccc(C(=O)c2sc3nc(C)cc(-c4cccs4)c3c2N)cc1OC	25.3*	3.8	-8.2	-269.1	.	.	-7.3	-16.7
CCOC(=O)c1c(C)[nH]c(C(=O)CSc2nccc(C)n2)c1C	0.0	-99.6	-0.2	-54.8	.	.	-11.4	.
Cc1ccccc1NC(=O)c1ccc(OCc2c(C)noc2C)cc1	-0.4	3.8	-11.1	-6.4	7.0	.	-24.2	0.1
Cc1ccc(NC(=O)C2CC(=O)N(c3ccc4c(c3)OCCO4)C2)nc1 (stereo not given)	0.3	4.6	2.2	-12.4	.	0.5	.	5.5
C[C@H]1CN([C@@H](C)CO)C(=O)Cc2cc(NC(=O)Cc3cn(C)c4ccccc34)ccc2O[C@H]1CN(C)S(=O)(=O)c1ccc(Cl)cc1	0.0	-13.4	.	.	7.0	-3.6	.	.
CCCc1cc(=O)[nH]c2nnc(SCC(=O)Nc3cccc(NC(C)=O)c3)n12	-0.2	-3.2	-3.8	-8.7	0.1	1.2	-0.9	3.4
COc1ccc(CN2C(=O)c3ccccc3C2=O)cc1C(=O)N(C)CC(=O)Nc1c(C)cccc1C	0.3	1.6	1.8	0.3	-2.3	.	7.9	-2.5
Cc1noc(C)c1NC(=O)Nc1ccc2c(c1)C(=O)N([C@H](C)CO)C[C@@H](C)[C@H](CN(C)C(=O)Nc1ccc(F)cc1)OCCCC[C@H](C)O2	0.1	3.8	-7.3	1.9	.	-0.2	2.4	.
CCc1ccc(NC(=O)N2CCCCCC2)cc1	0.4	-102.1	-2.9	5.1	?	.	-2.2	-21.1
COc1ccc(S(=O)(=O)Nc2ccc3c(c2)C(=O)N([C@@H](C)CO)C[C@H](C)[C@H](CN(C)Cc2ccncc2)OCCCC[C@@H](C)O3)cc1	0.0	-1.2	3.7	9.7	4.3	0.7	.	-5.2
CC(=O)N(C)C[C@H]1Oc2ncc(C#Cc3ccccc3)cc2C(=O)N([C@H](C)CO)C[C@@H]1C	-1.3	0.4	3.0	16.9	-0.6	-0.2	.	5.8
CCC(=O)N1CC(=O)N2[C@H](CO)[C@@H](c3ccc(C#CCC(C)C)cc3)[C@H]2C1	0.0	-3.8	1.3	-11.3	.	0.1	0.6	.
O=C(c1ccc2nc(N3CCCCC3)sc2c1)N1CCN(c2ccccn2)CC1	0.0	-20.7	-8.7	-9.7	16.1	-1.6	-11.6	4.2
COc1ccccc1CNC(=O)C[C@H]1C[C@H]2c3cc(NC(=O)c4cccnc4)ccc3O[C@H]2[C@H](CO)O1	0.1	5.6	-11.8	8.3	2.4	-0.5	.	3.1
Clc1ccc(OCCn2ccnc2)cc1Cl	0.0	4.2	-3.0	6.5	3.0	0.2	-1.0	-17.5
CO[C@@H]1CN(C)C(=O)c2ccc(NC(=O)C3CCC3)cc2OC[C@H](C)N(C)C[C@@H]1C	0.2	-2.9	-17.9	1.5	-1.2	0.0	-1.2	6.3
Cc1cccc(-n2ncc(C(=O)NC3CCCC3)c2C2CCN(C(=O)OC(C)(C)C)CC2)c1	0.1	.	-0.6	-14.6	4.0	.	-1.3	4.0
CCOCCOC(=O)c1ccc(NC(=O)C2COc3ccccc3O2)cc1 (stereo not given)	0.2	-8.0	-2.4	-8.8	1.7	0.0	1.8	4.1
C[C@@H]1CN([C@H](C)CO)C(=O)c2cc(NS(=O)(=O)c3ccccc3)ccc2O[C@@H]1CN(C)C	0.0	.	2.0	-16.2	-6.2	-0.1	4.3	-8.8
CC(C)(C)c1ccc(OCCCCCCN2CCNCC2)cc1	-0.1	21.6	-9.9	41.7	-23.6	.	2.0	10.9
CC(=O)c1ccc(S(=O)(=O)NC2CC(=O)N(c3ccc(C)cc3)C2)cc1 (stereo not given)	0.2	0.4	-1.3	-10.0	.	.	-5.4	-0.2
Cc1ccc(CNC(=O)C2CCC(=O)N(Cc3ccc(Cl)cc3)C2)cc1F (stereo not given)	0.1	-6.1	-4.4	-10.0	.	0.1	-3.1	6.1
COC(=O)c1nnn(-c2cc(Cl)cc(Cl)c2)c1C(=O)OC	0.1	4.0	-19.8	-3.3	.	.	2.0	.
O=C(COC(=O)CN1C(=O)c2cccc([N+](=O)[O-])c2C1=O)NC1CCS(=O)(=O)C1 (stereo not given)	0.2	-1.4	1.6	-8.6	.	3.2	-3.8	.
CC(C)CC#Cc1ccc([C@@H]2[C@H](CO)N3C(=O)CN(C(=O)Cc4ccccc4)C[C@@H]23)cc1	0.2	7.1	-0.6	-5.0	.	6.7	.	.
COc1ccccc1C(=O)OCc1ccc2sc(C)nc2c1	0.0	-3.8	-0.5	-13.8	.	6.0	-5.2	.
CN(C)S(=O)(=O)c1ccc(N2CCCC2)c(C(=O)Nc2nc3ccccc3s2)c1	0.0	2.6	6.6	-12.3	.	2.0	-6.6	-1.6
COc1ccc(S(=O)(=O)N2CCCC2CNC(=O)C(=O)NCc2ccc3c(c2)OCO3)cc1 (stereo not given)	-0.2	0.1	1.9	-15.7	-1.7	-0.3	-2.6	-0.7
O=C(NCc1ccc(F)cc1)c1ccc2c(c1)S(=O)(=O)c1ccccc1C2=O	0.1	11.1	.	.	1.4	0.1	3.1	5.5
CC1(C(=O)Nc2ccc(Cl)c(C(F)(F)F)c2)Cc2c(-c3ccc4c(c3)OCO4)ccnc2O1 (stereo not given)	0.0	12.1	0.7	-12.7	0.0	0.5	17.4	6.5
CCCCCCCCN1C(=O)[C@@H](CC(=O)NCc2ccc(OC)c(OC)c2)C[C@@]2(C(=O)OC)C1=C[C@H](C1CCCC1)O[C@@H]2C	0.1	8.1	-0.8	-18.4	.	-0.2	1.5	.
CCN1CCN(C(=O)c2cc(COc3ccc(F)c(F)c3)on2)[C@@H](C)C1=O	-0.1	-34.5	-1.6	1.3	29.1	0.4	3.0	-11.2
Cc1cc(/C=N/NC(N)=S)c(C)n1-c1cccc(Cl)c1	-0.1	17.3	0.7	-14.1	.	-0.2	-2.3	.
O=C1c2cccc3c([N+](=O)[O-])ccc(c23)C(=O)N1CCc1ccccn1	0.5	20.3	-5.2	-8.6	.	-0.2	5.3	1.8
CCOc1ncccc1C(=O)NNC(=O)c1csc(N2CCOCC2)n1	0.1	3.8	-2.2	-5.2	-1.7	-1.8	-5.7	6.2
CC(C)CN(C(=O)COC(=O)C12CC3CC(CC(Cl)(C3)C1)C2)c1c(N)n(Cc2ccccc2)c(=O)[nH]c1=O	0.0	0.5	0.4	-10.9	.	-1.9	13.2	-0.2
Cc1noc(C)c1NC(=O)N[C@H]1C=C[C@H](CC(=O)Nc2ccc(-c3ccccc3)cc2)O[C@@H]1CO	-0.2	-11.0	6.7	-1.0	7.4	-0.1	4.6	2.5
O=C(Nc1ncn[nH]1)c1ccccc1O	0.0	-0.7	-3.3	-12.1	2.8	0.0	1.4	4.8
O=C(CSc1ccc2nnc(-c3ccncc3)n2n1)Nc1ccccc1F	0.0	3.0	0.3	-15.7	8.6	-0.8	-6.0	0.0
OC[C@@H]1CCCN1Cc1nc(-c2cccs2)no1	0.1	-6.4	-5.1	-13.4	.	.	-2.9	.
Nc1nonc1-n1nnc(C(=O)N/N=C/c2ccncc2)c1-c1ccccc1	0.1	-6.4	0.8	-23.1	-1.9	.	-9.7	-6.1
Cc1cc(NC(=O)C2C3C(=O)N(CC4CCCO4)C(C(=O)NC(C)(C)C)C34C=CC2(C)O4)no1 (stereo not given)	0.2	-1.4	-4.7	-4.0	-6.0	-0.6	0.3	4.3
CCOC(=O)[C@]12CCCC=C1N(CCc1ccc(OC)c(OC)c1)C(=O)[C@H](CC(=O)NCc1ccccc1)C2	0.6	6.9	-1.4	-155.6	.	0.9	-2.0	.
C/C(=N\NC(=O)c1cc2c(s1)CCC(C)C2)c1ccncc1 (stereo not given)	0.1	-17.0	-7.1	1.8	9.3	?	18.5	-0.2
COc1ccc(NC(=S)NCc2ccc3c(c2)OCO3)cc1	0.0	64.7*	-0.3	-1.7	-8.0	.	.	-1.1
CCc1cc(=O)oc2cc(C)cc(OCC(=O)N3CCC(C(=O)NC(C)C)(c4ccccc4)CC3)c12	-0.1	.	-1.1	-12.1	2.8	-0.2	-5.0	1.7
COc1ccc(C#Cc2ccc3c(c2)[C@]2(C(=O)N3)[C@H](c3ccccc3OCCO)N3[C@H](c4ccccc4)[C@H](c4ccccc4)OC(=O)[C@H]3[C@@H]2C(=O)N2CCc3cc(OC)c(OC)cc3C2)cc1	.	1.8	-3.9	-10.7	.	.	.	6.1
C=C(C)[C@@H]1CC=C(C(=O)O)CC1	0.1	-10.1	2.7	-1.0	1.2	0.5	6.0	-8.4
CC(C)CC#Cc1cnc2c(c1)C(=O)N([C@@H](C)CO)C[C@H](C)[C@@H](CN(C)Cc1ccc(F)cc1)O2	-0.8	9.1	-2.2	20.0	-1.1	-0.2	.	-1.1
Cc1c(-n2c(SCC(C)C)nc3ccccc3c2=O)c(=O)n(-c2ccccc2)n1C	0.0	2.0	0.5	-14.4	.	0.3	14.1	-4.1
COc1ccc(S(=O)(=O)N2CCOc3ccccc32)cc1	0.6	55.8*	-0.1	-7.0	-20.0	0.9	21.4	2.9

Taken from above:
For esBAF inh, Cc1cc(NC(=O)C2C3C(=O)N(CC4CCCO4)C(C(=O)NC(C)(C)C)C34C=CC2(C)O4)no1 (stereo not given) is listed with -6.0
For RAD52 inh, Nc1nonc1-n1nnc(C(=O)N/N=C/c2ccncc2)c1-c1ccccc1 is listed with -23.1
